Pin1 inh – human Pin1 inhibition. Potency, µM (top dose mostly 115 µM), for inactives: at the top dose activity, negative = inhibition, usual class: inhibitors. Pin1 FP peptide displacement, HiFluor488, 10 min. 390,000 compounds, 0.009% hits; active = well fitted inhibition curve with a large enough effect in the polarisation, with a control signal flat, not every such curve was filed as active; inconclusive = small, poorly fitted or top-dose-only effect, or effect the other way, or a change in a side signal; inactive = no such curve, though single readings can be large or run the other way; the % refers to the polarisation; note: potency is the fitted concentration of half-maximal effect; % is set by controls: 0 for no effect and ±100 for the full control effect
Target sequence (Q13526 whole entry, looked up): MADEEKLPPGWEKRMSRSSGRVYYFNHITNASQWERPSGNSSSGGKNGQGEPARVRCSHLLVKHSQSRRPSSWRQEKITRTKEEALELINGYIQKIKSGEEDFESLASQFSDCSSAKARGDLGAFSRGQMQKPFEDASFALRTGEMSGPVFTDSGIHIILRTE
TRHR enhancer – allosterically enhances the human TRH receptor; 360,000 compounds, 0.66% hits; P34981; TRHR cells, fluo-8 calcium fluorescence, EC20 TRH enhancement; enhancement, % at 2 µM; in the data active = enhancement above about 30%; note: 0% is about no effect
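TRHR-expressing cells loaded with fluo-8 calcium dye were read kinetically (ex 480/em 530) during compound addition, then stimulated with an EC20 of TRH (10 nM final). Enhancement of the Gq-mediated intracellular calcium response was scored.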
D2 antagonist – D2 dopamine receptor (human) antagonism. inhibition, % at 10 µM. 340,000 compounds, 2% hits. HEK293 TREx D2 cells, calcium flux, dopamine EC80. AID 485344; in the data active = inhibition above about 30%; note: 0% is about no effect
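Cells plated overnight at 30 C with tetracycline; no-wash calcium dye, 30–90 min RT; 10 s baseline; compound pinned; 180 s read; EC80 dopamine added; another 180 s read.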
TrxR1 substrate – is turned over as a substrate by rat TrxR1. purified TrxR1 substrate turnover, NADPH consumption readout. Potency, µM (doses to about 114 µM), without a hit: at the highest dose activity change, negative = substrate turnover. 390,000 compounds, 0.01% hits. AID 588456; note: potency is the fitted concentration of half-maximal effect; % is set by controls: 0 for no effect and ±100 for the full control effect; nearly all actives have a fitted effect of over 50% in size
Target sequence (O89049 whole entry, looked up): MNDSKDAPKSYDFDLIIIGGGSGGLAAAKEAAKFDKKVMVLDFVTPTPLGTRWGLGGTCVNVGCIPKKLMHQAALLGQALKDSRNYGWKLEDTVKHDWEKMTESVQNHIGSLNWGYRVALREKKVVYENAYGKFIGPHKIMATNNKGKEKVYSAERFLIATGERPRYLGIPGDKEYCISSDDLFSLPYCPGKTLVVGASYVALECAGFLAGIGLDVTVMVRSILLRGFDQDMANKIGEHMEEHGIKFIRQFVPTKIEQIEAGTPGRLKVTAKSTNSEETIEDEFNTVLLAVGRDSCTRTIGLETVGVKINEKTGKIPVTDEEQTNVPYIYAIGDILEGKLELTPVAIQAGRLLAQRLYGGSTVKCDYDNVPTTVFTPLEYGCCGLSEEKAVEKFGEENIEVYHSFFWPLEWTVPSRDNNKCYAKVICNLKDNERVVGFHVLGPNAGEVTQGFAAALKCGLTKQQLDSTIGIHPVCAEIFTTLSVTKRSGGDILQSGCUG
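Rat TrxR1, dispensed at 90 nM, was prereduced with 400 uM NADPH (final) for 5 min at ~22 deg C, then incubated with compound 15 min before 400 uM selenite. A first-read NADPH fluorescence drop versus no-compound background flagged substrates.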
D2 agonist – agonists of human D2 dopamine receptor; activation, % at 2 µM; AID 485358; HEK293 T-REx D2 cells, calcium flux agonist mode; P14416; 340,000 compounds, 0.53% hits;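 active = activation over 3 SD above normal in the single-dose calcium agonist read, cut at about 30% in these data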; note: 0% is about no effect
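HEK293 Trex D2 cells, tetracycline-induced, o/n 30 C 5% CO2; no-wash Ca dye, RT 30–90 min; 10-cycle baseline, 23 nl cpd added, kinetic Ca read 180 s; agonist hits = positive Ca response.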
USP1-UAF1 inh – blocks the human USP1/UAF1 deubiquitinase complex; O94782; recombinant USP1/UAF1, Ub-Rhodamine cleavage fluorescence; Potency, µM (top dose mostly 57.1 µM), without a hit: at the highest dose activity change, negative = inhibition, usual class: inhibitors; 390,000 compounds, 0.23% hits; AID 743255; note: potency is the fitted concentration of half-maximal effect; % is set by controls: 0 for no effect and ±100 for the full control effect; nearly all actives have a fitted effect of over 60% in size; inactives centre near -12
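1 nM enzyme complex + cpd, 15 min RT; start with Ub-Rho 150nM final; kinetic fluorescence ex 480/em 540, 6 reads q60 s. Buffer 50mM HEPES pH 7.8, 0.5mM EDTA, 0.1 mg/ml BSA, 1mM TCEP, 0.01% Tween-20.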
rTrxR1 inhibitor – rat TrxR1 inhibition; O89049; recombinant rTrxR1, NADPH fluorescence consumption, selenite substrate; Potency, µM (series often up to 114 µM), for the others: top-dose activity change, negative = inhibition, actives largely listed as inhibitors; 390,000 compounds, 1% hits; note: potency is the fitted concentration of half-maximal effect; % is set by controls: 0 for no effect and ±100 for the full control effect; nearly all actives have a fitted effect of over 65% in size
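Rat TrxR1 (90 nM in the dispensed reagent) was pre-reduced with 400 uM NADPH for 5 min at room temperature, then incubated with compound for 15 min. After 400 uM selenite was added, NADPH fluorescence (Ex 340/Em 450 nm) was followed for 8 min.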
TRHR ag – agonists of human TRH receptor; 360,000 compounds, 0.18% hits; activation, % at 2 µM; TRHR cells, calcium flux fluo-8, FDSS agonist mode; P34981; in the data active = activation above about 30%; note: 0% is about no effect
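Steps: seed TRHR cells overnight; add fluo-8 no-wash Ca dye, RT 30 min–1.5 h; record 10 s baseline; pin-transfer compounds; monitor fluorescence 1 cycle/s for the agonist window. Calcium increases flag candidate agonists.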
mIDH1 inhibitor – inhibitors of human mutant IDH1 R132H; O75874; IDH1-R132H enzyme, NADPH consumption, diaphorase/resazurin fluorescence; Potency, µM (series often up to 76.6 µM), without a hit: at the top dose activity change, negative = inhibition, most hits filed as inhibitors; 390,000 compounds, 0.093% hits; note: potency is the fitted concentration of half-maximal effect; % is set by controls: 0 for no effect and ±100 for the full control effect; nearly all actives have a fitted effect of over 65% in size
Target sequence (O75874 whole entry R132H, stated change not applied): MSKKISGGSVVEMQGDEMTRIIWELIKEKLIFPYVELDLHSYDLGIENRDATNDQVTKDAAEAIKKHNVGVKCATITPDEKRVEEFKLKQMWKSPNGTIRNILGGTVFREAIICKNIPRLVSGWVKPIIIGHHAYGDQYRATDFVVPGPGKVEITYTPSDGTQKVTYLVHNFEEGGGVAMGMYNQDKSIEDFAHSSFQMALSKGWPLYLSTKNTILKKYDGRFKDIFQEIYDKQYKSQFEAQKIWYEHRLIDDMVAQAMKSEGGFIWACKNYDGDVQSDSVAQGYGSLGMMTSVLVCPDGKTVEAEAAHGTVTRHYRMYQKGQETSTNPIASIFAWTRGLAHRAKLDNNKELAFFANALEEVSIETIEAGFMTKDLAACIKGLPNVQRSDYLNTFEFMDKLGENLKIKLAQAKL
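IDH1-R132H (0.5 ug/mL) preincubated 30 min with compound, then NADPH (0.016 mM) and alpha-KG (2 mM) added; 80 min at RT, pH 7.5. Remaining NADPH coupled via diaphorase/resazurin to fluorescence (540/590 nm); concentration-response curves normalized to no-enzyme control.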
Starred values were filed as active, the others as inactive; ? = inconclusive; nt = no result given; & = joins results of further samples; [ ] = dose if it differs, or a comment. Unless noted, calls come from the whole dose curve; as a rule, active = well fitted inhibition curve with a large enough effect; inconclusive = small, poorly fitted or top-dose-only effect; inactive = no such curve, though single readings can be large or run the other way. This is a subset; rates above refer to the full screens.

nr | structure | Pin1 inh | TRHR enhancer | D2 antagonist | TrxR1 substrate | D2 agonist
1 | COC(=O)Nc1ccc(S(=O)(=O)NCc2ccccn2)cc1 | -1% | 2 | 12 | 12%[57.1 µM] | 1.3
2 | COC(=O)c1ccc(NC(=O)CSc2nnc(C)n2CC2CCCO2)cc1 (stereo not drawn) | 2% | 5 | nt | 8%[57.1 µM] | nt
3 | CCCCc1cc2c(s1)CCCC/C2=N/O | 0% | -7 | -17 | -7% | -2.1
4 | COc1ccc(-n2c(N)c(C(=O)NCc3cccnc3)sc2=S)cc1 | 4% | 9 | -2 | -3%[57.1 µM] | 0.3
5 | CCOc1cc2c(cc1O)C(=NOC)CC1C2CCC2(C)C(O)CCC12 (stereo not drawn) | 3% | nt | nt | 1% | nt
6 | O=C(COn1nnc2ccc(C(F)(F)F)cc21)Nc1c(Cl)cccc1Cl | 14% | 7 | -9 | -8%[57.1 µM] | 1.2
7 | Cc1nnc(C)n1/N=C/c1cccs1 | -9% | -3 | 13 | -14% | 0.7
8 | N#Cc1cc(-c2cccc(Cl)c2)c[nH]c1=O | -8% | -1 | -8 | 37%[activator][57.1 µM] | 0.8
9 | CN(c1nc2ccccc2nc1Cl)S(=O)(=O)c1ccccc1 | 5% | 0 | -1 | -2% | -0.7
10 | NS(=O)(=O)c1ccc(NC(=O)c2ccc(CSc3ccccc3)o2)cc1 | 3% | -1 | 0 | -3% | 0.2
11 | O=C(CCN1C(=O)C2C3CCC(C3)C2C1=O)Nc1ccc(Br)cc1 (stereo not drawn) | -7% | 1 | -9 | -7% | -0.7
12 | Cc1cc(C(=O)N2CCN(c3ncccc3C#N)CC2)no1 | 0% | -1 | nt | 71% | nt
13 | COc1cccc(N2CCN(C3C(=O)c4ccccc4N3C(C)=O)CC2)c1 (stereo not drawn) | -8% | -1 | nt | 5%[57.1 µM] | -0.1
14 | CCc1ccc(C2c3c(-c4ccccc4O)n[nH]c3C(=O)N2Cc2ccncc2)cc1 (stereo not drawn) | 0% | -14 | nt | -8% | 8.7
15 | O=C(c1ccc(Cl)cc1)N1CCN=C1c1ccccc1 | -5% | 5 | 2 | -7% | -0.2

nr | USP1-UAF1 inh | rTrxR1 inhibitor | TRHR ag | mIDH1 inhibitor
1 | -5% | 19%[57.1 µM] | 0.3 | 8%
2 | -20% | 24%[57.1 µM] | 0.4 | 2%
3 | ? | -5% | -0.7 | 7%
4 | -16% | -1%[57.1 µM] | -0.7 | 11%
5 | -9% | -1% | nt | 1%
6 | -4% | 10%[57.1 µM] | 0.8 | -9%
7 | -15% | -11% | 1.2 | 8%
8 | -17% | 13%[57.1 µM] | -0.1 | -7%
9 | -25% | 22% | -0.9 | 12%
10 | -13% | -1% | 0.5 | 1%
11 | -13% | -1% | 0.3 | 1%
12 | -1% | 12%[57.1 µM] | -0.1 | -3%
13 | -2% | 13%[57.1 µM] | 0.1 | 11%
14 | ? | 5% | 0.2 | 35µM*
15 | -2% | -8% | -0.5 | 2%

nr | structure | Pin1 inh | TRHR enhancer | D2 antagonist | TrxR1 substrate | D2 agonist
16 | Cc1ccc2nc(C(C)O)[nH]c2c1 (stereo not drawn) | 7% | 6 | -17 | -4% | -0.3
17 | Cc1cccc(OCC(=O)NCc2ccc(F)cc2)c1 | 10% | -3 | -1 | -1% | 0.6
18 | Cc1ccc(-c2nc(NC(=O)c3nn(C)cc3[N+](=O)[O-])sc2C)cc1 | -3% | -1 | 13 | -9% | -2.1
19 | c1ccc(-c2noc(-c3cccc4ccccc34)n2)nc1 | 0% | 0 | 0 | 90%[activator] | -1.3
20 | O=S(=O)(NC1CCCCC1)c1cccc(-c2nnc(-c3ccccc3)o2)c1 | -2% | -7 | 10 | -5% | -0.2
21 | COc1ccc(NC(=O)CSC2CCCCC2)cc1 | -11% | 9 | -6 | 1% | 1.5
22 | CCc1cc(S(N)(=O)=O)cc(CC)c1NC(C)=O | 1% | -4 | -1 | 10%[57.1 µM] | 0.5
23 | Cc1ccc(OCCCC(=O)N(C)CC(=O)Nc2ccccc2Cl)cc1 | -1% | -9 | -12 | -3% | 0.1
24 | CCOC(=O)Cn1ccc(NC(=O)COc2ccc(F)cc2)n1 | -4% | -6 | -14 | 4% | -3.2
25 | CCc1ccc(CN(Cc2ccco2)C(=O)COc2ccc(Cl)c(C)c2)cc1 | -7% | 5 | nt | -10% | 3.9
26 | Cc1ccc(C(O)CCc2ccc(N)cc2)cc1 (stereo not drawn) | -5% | 1 | 9 | 12%[57.1 µM] | 1.4
27 | O=C(Nc1ccccc1Oc1ccccc1)C1CCCC1 | -1% | -1 | 0 | -7% | -0.5
28 | Cc1ccc(CN2CCN(CC(=O)N3CCc4ccccc4C3)C2=O)cc1 | nt | 15 | -32 | nt | -0.4
29 | CCOC(=O)N1CCN(CCC(=O)Nc2cccc(C)c2)CC1 | 1% | 7 | -3 | 7%[57.1 µM] | 0.2
30 | O=C(NCc1ccccn1)c1ccc(/C=N/O)nc1 | -2% | -1 | -1 | 11%[57.1 µM] | 0.7

nr | USP1-UAF1 inh | rTrxR1 inhibitor | TRHR ag | mIDH1 inhibitor
16 | 5% | -9% | -0.1 | 16%
17 | -1% | 7% | -1.0 | 4%
18 | -15% | 8% | -0.9 | -1%
19 | -20% | -2% | 0.1 | 8%
20 | -20% | -2% | 0.1 | 0%
21 | -9% | 0% | 0.7 | 5%
22 | -12% | 14%[57.1 µM] | 0.6 | -1%
23 | -3% | 5% | -0.2 | 7%
24 | -10% | 26% | -0.3 | 7%
25 | 12% | 13% | 8.4 | 26%
26 | -14% | 15%[57.1 µM] | 0.9 | 3%
27 | -19% | 2% | -0.5 | 2%
28 | nt | nt | -1.0 | nt
29 | -16% | 15%[2.29 µM] | 0.2 | 4%
30 | -6% | 10%[57.1 µM] | 0.3 | 5%

Among those listed so far, these have fluorine.
nr | structure | Pin1 inh | TRHR enhancer | D2 antagonist | TrxR1 substrate | D2 agonist
6 | O=C(COn1nnc2ccc(C(F)(F)F)cc21)Nc1c(Cl)cccc1Cl | 14% | 7 | -9 | -8%[57.1 µM] | 1.2
17 | Cc1cccc(OCC(=O)NCc2ccc(F)cc2)c1 | 10% | -3 | -1 | -1% | 0.6
24 | CCOC(=O)Cn1ccc(NC(=O)COc2ccc(F)cc2)n1 | -4% | -6 | -14 | 4% | -3.2

nr | USP1-UAF1 inh | rTrxR1 inhibitor | TRHR ag | mIDH1 inhibitor
6 | -4% | 10%[57.1 µM] | 0.8 | -9%
17 | -1% | 7% | -1.0 | 4%
24 | -10% | 26% | -0.3 | 7%

Continued:
nr | structure | Pin1 inh | TRHR enhancer | D2 antagonist | TrxR1 substrate | D2 agonist
31 | COc1ccc2nc3c(cc2c1)c(NC(=O)C1CCCO1)nn3CC(C)C (stereo not drawn) | 1% | 10 | 2 | 82% | -2.0
32 | CCc1ccc(NC(=O)C(=O)NCCc2sc(-c3ccc(OC)c(OC)c3)nc2C)cc1 | 1% | -1 | nt | 9%[57.1 µM] | 0.7
33 | Cc1ccc2[nH]c(=O)c(C(c3nnnn3Cc3ccccc3)N3CCc4ccccc43)cc2c1 (stereo not drawn) | -4% | 6 | -3 | 0% | 0.3
34 | COc1cc(S(=O)(=O)NC(C)C)ccc1Cl | -10% | -1 | -16 | -5% | 0.8
35 | Cc1cc(C(=O)NNC(=S)NC(C)c2ccccc2)c2ccccc2n1 (stereo not drawn) | -2% | -12 | 45* | -5% | -0.5
36 | COc1ccc(C(=O)O/N=C(\N)c2ccccc2)cc1OC | 4% | 5 | -6 | 10%[57.1 µM] | 0.6
37 | Cc1ccc(Cl)cc1NC(=O)c1ccccc1OCC(=O)Nc1ccc(Cl)cc1 | 3% | -5 | -2 | 4% | 3.8
38 | O=C(Nc1nccs1)c1ccc(Cl)c(S(=O)(=O)N2CCOCC2)c1 | 4% | 16 | -2 | -2% | 0.9
39 | O=C(NC1CCC(C(=O)O)CC1)OCc1ccccc1 (stereo not drawn) | -19%&0% | 5&4 | 0&7 | -1%[57.1 µM] | 0.2&-0.2
40 | Cc1cc(C)c2c(n1)nn1c(C)c(CCC(=O)Nc3ccc(C)c(Cl)c3)c(C)nc21 | -1% | 4 | nt | 4% | nt
41 | CC(=O)Oc1ccc(N(C(C)=O)S(=O)(=O)c2cccs2)c2ccccc12 | -2% | -8 | 6 | 11% | 1.4
42 | NC(=O)c1ccc(NC(=O)COC(=O)c2ccc3c(c2)OCO3)cc1 | 5% | -1 | -15 | -4% | 0.9
43 | CN(c1ccccc1)S(=O)(=O)c1ccc(C(=O)NCC2CCCO2)cc1 (stereo not drawn) | -3% | 1 | -5 | -4%[57.1 µM] | 0.4
44 | CCCCCCNC(=O)Cc1c(O)c2ccccc2[nH]c1=O | -8% | -4 | 14 | 15%[57.1 µM] | -0.1

nr | USP1-UAF1 inh | rTrxR1 inhibitor | TRHR ag | mIDH1 inhibitor
31 | 4% | 13%[57.1 µM] | -0.8 | 6%
32 | -32% | 36%[activator][57.1 µM] | 0.1 | 4%
33 | ? | ? | 0.6 | -2%
34 | 4% | -11% | -0.1 | -2%
35 | -9% | -21% | -0.1 | 1%
36 | -19% | 24% | 0.5 | 18%
37 | -9% | 26% | 0.0 | -1%
38 | -13% | -1% | 0.0 | 0%
39 | -28%&-6%&-3% | 19%[57.1 µM] | -0.3&-0.2 | -9%&-4%&13%
40 | -4% | -1% | -0.7 | nt
41 | -8% | 5% | -0.2 | 13%
42 | -10% | 18% | -0.3 | 0%
43 | 4% | -5%[57.1 µM] | 0.0 | -7%
44 | 2% | 13%[57.1 µM] | 0.0 | 7%

Source: PubChem BioAssay (National Center for Advancing Translational Sciences (NCATS))
